# Giardia kill: Giardia lamblia killing; Giardia lamblia trophozoite viability; AID 540267; activity change, % at 7.66 µM, hits read low; actives 0.15% (n = 340,000); in the data active = activity change below about -80%; inconclusive = between about -30% and that limit;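 note: parasites exposed to compound for two days anaerobically before the ATP read; % is set by controls: 0 for no effect and ±100 for the full control effect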
#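 Anaerobic 48 hrs incubation at 37 deg C of 100 trophozoites/well with test compounds; ATPLite 1-Step luminescence, 15-30 min RT, reports cellular ATP as viability.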
# KCNH2 WT inh: KCNH2 (human, wildtype) channel inhibition; actives 0.37% (n = 340,000); U2OS, BacMam KCNH2, thallium flux FluxOr; hits give low values; AID 720551; activity change, % at 1.84 µM; Q12809;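 active = maximum activity change below -70%; inconclusive = maximum activity change between -70% and -50%; inactive = maximum activity change above -50%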; note: % is set by controls: 0 for no effect and ±100 for the full control effect
#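 U2OS cells transduced with wild-type KCNH2 virus are loaded with FluxOr dye for 45 min, and thallium flux is measured in kinetic reads before and after stimulation buffer. Rate constants are normalized to DMSO controls.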
# GALK inhibitor: blocks human galactokinase activity; Potency, µM (highest dose often 57.5 µM), for inactives: at the highest dose activity change, negative = inhibition, actives largely listed as inhibitors; actives 0.007% (n = 270,000); Purified GALK, Kinase-Glo residual ATP luminescence; P51570; AID 1868; note: potency is the fitted concentration of half-maximal effect; % is set by controls: 0 for no effect and ±100 for the full control effect
# Target sequence (P51570 whole entry, looked up): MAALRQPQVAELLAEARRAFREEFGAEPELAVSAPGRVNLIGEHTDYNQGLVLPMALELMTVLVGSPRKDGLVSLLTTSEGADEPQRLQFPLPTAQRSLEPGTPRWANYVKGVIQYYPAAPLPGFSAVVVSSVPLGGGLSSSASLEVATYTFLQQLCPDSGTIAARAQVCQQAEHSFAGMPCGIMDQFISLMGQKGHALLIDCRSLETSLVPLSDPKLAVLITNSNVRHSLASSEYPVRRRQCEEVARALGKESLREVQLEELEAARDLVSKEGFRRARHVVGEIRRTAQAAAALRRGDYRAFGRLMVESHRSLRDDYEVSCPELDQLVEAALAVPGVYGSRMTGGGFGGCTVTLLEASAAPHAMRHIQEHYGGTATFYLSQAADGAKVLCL
#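 5 nM enzyme, 35 uM ATP, 100 uM galactose, 20 mM HEPES pH8.0, 5 mM MgCl2; 1 h RT; residual ATP by Kinase-Glo Plus luminescence, qHTS format.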
# MLL CXXC-DNA inh: blocks binding of human MLL CXXC domain to DNA. MLL-CXXC / FITC-HOXA9 DNA fluorescence polarization. Potency, µM (doses to about 115 µM), for the others: at the highest dose activity change, negative = inhibition, hits mostly inhibitors. actives 0.037% (n = 290,000); active = well fitted inhibition curve with a large enough effect in the polarisation, with a control signal flat, not every such curve was filed as active; inconclusive = small, poorly fitted or top-dose-only effect, or effect the other way, or a change in a side signal; inactive = no such curve, though single readings can be large or run the other way; the % refers to the polarisation; note: potency is the fitted concentration of half-maximal effect
#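 Purified MLL-CXXC (added from a 7 uM solution) was preincubated 5 min at ambient with pinned compounds in 50 mM Tris-HCl pH 7.5, 50 mM NaCl, 1 mM DTT, 0.05% BSA. Fluorescein-labeled HOX-A9 DNA (50 nM solution) followed, 30 min, then polarization read.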
# Coupling enz: coupling enzyme interference in Giardia aldolase counter-screen; coupling enzyme system counterscreen, AmpLite Red fluorescence; activity change, negative = inhibition, % at 58.2 µM, hits read low; actives 0.67% (n = 290,000); AID 2472; in the data active = activity change below about -30%; note: % is set by controls: 0 for no effect and ±100 for the full control effect
#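 Final compound at 57.5 uM, incubated 10 min at RT with coupling enzyme reagent (glyceraldehyde-3-phosphate), then 20 min with substrate and AmpLite Red detection. Fluorescence read at 525/598 nm; tests interference with the coupling assay, not aldolase inhibition.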
# TRPV1 agonist: human TRPV1 agonism; AID 540275; activation, % at 8.33 µM; Q8NER1; actives 0.19% (n = 320,000); TRPV1-expressing cells, Fluo-8 calcium influx, agonist mode; in the data active = activation above about 80%; inconclusive = between about 30% and that limit; note: 0% is about no effect
#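 TRPV1-expressing cells were cultured overnight at 35.5C and loaded with Fluo-8 calcium dye for 40 to 90 min at room temperature. After a 10 s baseline, compound was added and calcium influx was read kinetically for 3 min (ex 480/em 520 nm).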
# B2AR arrestin: agonists driving beta-arrestin recruitment to human beta2-adrenergic receptor. P07550. beta-arrestin recruitment to beta2AR, cell-based reporter. Potency, µM (doses to about 46.1 µM), without a hit: at the top dose activation, usual class: activators. actives 0.02% (n = 330,000). AID 492947;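 note: potency is the fitted concentration of half-maximal effect; 0% = DMSO controls and full agonism = EC100 isoproterenol or metaproterenol; nearly all actives have a fitted effect of over 65% in size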
# PKM2 act: PKM2 (human) enzyme activation; actives 0.34% (n = 260,000); Potency, µM (doses to about 57.5 µM), inactives show at the top dose activation, usual class: activators; AID 1631; purified PKM2, Kinase-Glo ATP luminescence, activation; response scale: 0% is enzyme alone, no compound; P14618; note: potency is the fitted concentration of half-maximal effect; % is set by controls: 0 for no effect and ±100 for the full control effect; nearly all actives have a fitted effect of over 55% in size
#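 Purified hPK-M2 (>95%) run at intermediate activity with 0.1 mM ADP and 0.5 mM PEP in 50 mM imidazole pH 7.2, KCl, MgCl2; 1 h room temperature. ATP formed read by Kinase-Glo luminescence; normalized to uninhibited and no-enzyme controls.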
# Menin-MLL TR inh: displaces Texas Red mutant MLL peptide from human menin; O00255; Menin + Texas Red MLL mutant peptide, fluorescence polarization; Potency, µM (titrated, usually from 61.6 µM), for inactives: at the top dose FP activity change, negative = inhibition, most hits filed as inhibitors; actives 0.23% (n = 270,000); active = well fitted inhibition curve with a large enough effect in the polarisation, with a control signal flat, not every such curve was filed as active; inconclusive = small, poorly fitted or top-dose-only effect, or effect the other way, or a change in a side signal; inactive = no such curve, though single readings can be large or run the other way; the % refers to the polarisation; note: potency is the fitted concentration of half-maximal effect; % of control where 0% means no effect; many of its hits are not listed in these tables
# USP2a block: blocks human ubiquitin-specific protease USP2a; O75604; USP2 core, Ub-CHOP2 coupled fluorogenic reporter, 485/531; Potency, µM (doses to about 38.3 µM), without a hit: top-dose activity change, negative = inhibition, usual class: inhibitors; actives 0.01% (n = 330,000); AID 463254;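 note: potency is the fitted concentration of half-maximal effect; plate controls were DMSO wells for no effect and full inhibition by NEM control for full effect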
# Target sequence (O75604 whole entry, looked up): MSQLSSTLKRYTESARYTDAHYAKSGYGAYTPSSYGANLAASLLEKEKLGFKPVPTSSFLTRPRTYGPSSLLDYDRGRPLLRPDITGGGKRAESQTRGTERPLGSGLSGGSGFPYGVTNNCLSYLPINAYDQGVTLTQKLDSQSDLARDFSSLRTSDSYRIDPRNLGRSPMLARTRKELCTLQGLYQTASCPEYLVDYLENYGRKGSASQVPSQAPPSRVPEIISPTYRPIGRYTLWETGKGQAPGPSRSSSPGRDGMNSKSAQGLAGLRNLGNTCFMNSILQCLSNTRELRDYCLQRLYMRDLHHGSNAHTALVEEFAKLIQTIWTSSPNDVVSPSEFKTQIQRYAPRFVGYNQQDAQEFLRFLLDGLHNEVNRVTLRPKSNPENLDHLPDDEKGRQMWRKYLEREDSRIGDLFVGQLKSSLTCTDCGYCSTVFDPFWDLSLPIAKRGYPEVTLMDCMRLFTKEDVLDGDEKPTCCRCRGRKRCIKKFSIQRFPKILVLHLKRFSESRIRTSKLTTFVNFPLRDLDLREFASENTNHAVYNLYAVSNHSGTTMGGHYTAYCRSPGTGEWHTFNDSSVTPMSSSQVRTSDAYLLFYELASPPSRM
#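 Cell-free coupled assay: 10nM USP2 core preincubated 30min RT with compound in Tris-HCl pH 8.0/CaCl2/CHAPS buffer, then 25nM Ub-CHOP2 and 25nM reporter substrate; fluorescence (Ex 485/Em 531) read after 60min RT, normalized to NEM inhibition, concentration-response curves fitted.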
# KCNH2 3.1 inh: KCNH2 3.1 (human) potassium channel inhibition; U2OS KCNH2 3.1, thallium flux FluxOr; hits give low values; activity change, % (tested at about 1.8 µM); actives 0.95% (n = 340,000); AID 720553;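 active = maximum activity change below -70%; inconclusive = maximum activity change from -70% to -50%; inactive = maximum activity change above -50%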;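 note: thallium influx rate constant from kinetic fluorescence after stimulation buffer; % is set by controls: 0 for no effect and ±100 for the full control effect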
#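 Thallium flux via FluxOr fluorescence (Red40 quencher, 45 min loading) in U2OS cells virally expressing the KCNH2 3.1 isoform (1.77 x 10^8 /mL virus, overnight at 37 C). Rate constants from 2-min kinetic reads post-stimulation, normalised to positive and negative controls.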
# * hit, by the source's call; ? = inconclusive; . = not tested or not shown. Unless noted, calls come from the whole dose curve; as a rule, active = well fitted curve in the direction sought with a large enough effect; inconclusive = small, poorly fitted or top-dose-only effect, or another doubt; inactive = no such curve, though single readings can be large; an effect the other way counts as inactive or inconclusive.
No. | structure | Giardia kill | KCNH2 WT inh | GALK inhibitor | MLL CXXC-DNA inh | Coupling enz | TRPV1 agonist
1 | Cc1cc(NC(=O)CSCC(=O)N(c2ccc(F)cc2)C(C(=O)NC2CCCCC2)c2ccc(O)c(O)c2)no1 (stereo not given) | -25.0 | -23.1 | 0.2% | 6.1% | -5.0 | -1.6
2 | CCCN1CN(Cc2ccco2)c2nc3ccccc3n2C1 | 9.4 | 22.6 | 1.1% | -17.0% | -8.6 | -8.8
3 | COc1cccc(CNS(=O)(=O)c2ccc3c(c2)N(C)CCO3)c1 | 4.5 | 5.4 | 5.4% | 3.1% | . | -3.6
4 | COc1ccccc1NC(=O)CCN1CCCCCC1 | -29.2 | 3.2 | -1.1% | -1.4% | -2.4 | 3.0
5 | COc1ccc(N2CCN(C(=O)c3cccc(S(=O)(=O)N4CCOCC4)c3)CC2)cc1 | 3.7 | 1.2 | . | . | . | -3.4
6 | CC(C)c1nnc(SCC(=O)N2CCOCC2)n1C | 3.0 | -7.5 | -2.0% | -13.0% | 1.5 | -3.6
7 | Cc1ccc(S(=O)(=O)N2CCCC2C(=O)OCC(=O)Nc2ccc3c(c2)OCO3)cc1 (stereo not given) | 24.4 | 6.4 | 7.1% | -13.0% | 1.8 | 1.5
8 | Cc1ccc(CS(=O)Cc2ccc(C(=O)NCc3ccccc3Cl)o2)cc1 (stereo not given) | -7.1 | 9.0 | -4.5% | 3.9% | . | 0.8
9 | CCN(CC)CCNC(=O)C(=O)NCC1OCCN1S(=O)(=O)c1ccc2c(c1)OCCO2 (stereo not given) | 6.7 | 2.2 | 0.1% | -0.8% | 0.2 | -2.2
10 | O=[N+]([O-])c1ccccc1OCCCN1CCOCC1 | -17.9 | -5.7 | -1.1% | 5.8% | 1.2 | 3.2
11 | CCOc1cc(/C=N/Nc2nncc(-c3ccccc3)n2)ccc1O | 2.9 | 4.9 | -3.5% | 0.7% | -0.9 | -2.8
12 | Cc1csc(NC(=O)CSc2nnc(-c3ccccc3)o2)n1 | -15.1 | -3.2 | 4.8% | 13.8% | 1.7 | -0.4

No. | B2AR arrestin | PKM2 act | Menin-MLL TR inh | USP2a block | KCNH2 3.1 inh
1 | -0.3% | 24.7% | -21.4% | 0.0% | -6.8
2 | -0.1% | 24.4% | 15.0% | 3.6% | -4.3
3 | 0.2% | . | . | 2.2% | 4.9
4 | -0.2% | -4.1% | 14.9% | 0.1% | -0.2
5 | 0.1% | . | . | 0.6% | 1.5
6 | -0.7% | 12.9% | 10.1% | -0.4% | 12.5
7 | -0.8% | 1.0% | 4.3% | -1.1% | 12.0
8 | -1.1% | . | . | 2.0% | 1.8
9 | -0.1% | 4.8% | -0.4% | 0.1% | -7.4
10 | -0.4% | -1.9% | -0.4% | 1.7% | -0.5
11 | 0.2% | -3.3% | ? | -0.1% | -2.2
12 | 0.4% | 1.0% | -19.0% | 1.2% | 1.7

# Next section:
No. | structure | Giardia kill | KCNH2 WT inh | GALK inhibitor | MLL CXXC-DNA inh | Coupling enz | TRPV1 agonist
13 | C/C(=N\NC(=O)C(C)Oc1ccc([N+](=O)[O-])cc1)c1ccccn1 (stereo not given) | -9.9 | 8.2 | -1.1% | 8.6% | 0.3 | 1.8
14 | Cc1nc2ncnn2c(C)c1CCC(=O)N1CCN(Cc2ccccc2)CC1 | -0.8 | 11.3 | -3.6% | -4.6% | -1.1 | -4.1
15 | COc1ccc(CNC(=O)C/C(C)=N/NC(=O)Cc2ccc(OC)cc2)cc1 | -13.2 | -5.1 | 1.0% | 10.2% | 1.4 | -0.2
16 | CC(C)Cn1c(=S)[nH]c2cc(C(=O)NCc3ccccc3F)ccc2c1=O | ? | -1.4 | . | . | . | 20.6
17 | Cn1c(CNC(=O)CCNC(=O)c2cccc(F)c2)cc(=O)n(C)c1=O | -6.5 | -10.2 | -4.3% | 8.9% | . | 1.0
18 | CCCCC(=O)Nc1ccc2c(c1)nc(CN1CCN(C(=O)OCC)CC1)n2C | 2.5 | 9.1 | . | -2.9% | 1.8 | -13.9
19 | O=C(COc1ccccc1F)Nc1nc(-c2ccccn2)cs1 | -10.3 | -8.9 | . | . | . | .
20 | O=[N+]([O-])c1cc(Cl)ccc1NCCNS(=O)(=O)c1ccccc1 | -8.2 | -4.4 | . | 10.5% | -0.6 | -6.0

No. | B2AR arrestin | PKM2 act | Menin-MLL TR inh | USP2a block | KCNH2 3.1 inh
13 | -0.9% | -2.4% | 5.8% | -1.5% | -3.3
14 | 0.1% | -16.6% | . | 2.4% | -3.6
15 | 1.3% | 2.0% | -14.9% | 0.3% | -6.1
16 | 0.3% | . | . | 1.4% | -1.9
17 | -0.2% | . | . | 1.2% | 10.1
18 | -0.5% | . | ? | 1.8% | 1.7
19 | -0.8% | . | . | -3.6% | -6.7
20 | -0.1% | 18.8% | -7.0% | -0.8% | -6.1

# Reformatted: two of the compounds above
item	molecule	Giardia kill	KCNH2 WT inh	GALK inhibitor	MLL CXXC-DNA inh	Coupling enz	TRPV1 agonist	B2AR arrestin	PKM2 act	Menin-MLL TR inh	USP2a block	KCNH2 3.1 inh
15	COc1ccc(CNC(=O)C/C(C)=N/NC(=O)Cc2ccc(OC)cc2)cc1	-13.2	-5.1	1.0%	10.2%	1.4	-0.2	1.3%	2.0%	-14.9%	0.3%	-6.1
16	CC(C)Cn1c(=S)[nH]c2cc(C(=O)NCc3ccccc3F)ccc2c1=O	?	-1.4	.	.	.	20.6	0.3%	.	.	1.4%	-1.9

# Part of the list above in order of SMILES length, highest first.
No. | structure | Giardia kill | KCNH2 WT inh | GALK inhibitor | MLL CXXC-DNA inh | Coupling enz | TRPV1 agonist
1 | Cc1cc(NC(=O)CSCC(=O)N(c2ccc(F)cc2)C(C(=O)NC2CCCCC2)c2ccc(O)c(O)c2)no1 (stereo not given) | -25.0 | -23.1 | 0.2% | 6.1% | -5.0 | -1.6
9 | CCN(CC)CCNC(=O)C(=O)NCC1OCCN1S(=O)(=O)c1ccc2c(c1)OCCO2 (stereo not given) | 6.7 | 2.2 | 0.1% | -0.8% | 0.2 | -2.2
15 | COc1ccc(CNC(=O)C/C(C)=N/NC(=O)Cc2ccc(OC)cc2)cc1 | -13.2 | -5.1 | 1.0% | 10.2% | 1.4 | -0.2
20 | O=[N+]([O-])c1cc(Cl)ccc1NCCNS(=O)(=O)c1ccccc1 | -8.2 | -4.4 | . | 10.5% | -0.6 | -6.0
8 | Cc1ccc(CS(=O)Cc2ccc(C(=O)NCc3ccccc3Cl)o2)cc1 (stereo not given) | -7.1 | 9.0 | -4.5% | 3.9% | . | 0.8
14 | Cc1nc2ncnn2c(C)c1CCC(=O)N1CCN(Cc2ccccc2)CC1 | -0.8 | 11.3 | -3.6% | -4.6% | -1.1 | -4.1
3 | COc1cccc(CNS(=O)(=O)c2ccc3c(c2)N(C)CCO3)c1 | 4.5 | 5.4 | 5.4% | 3.1% | . | -3.6
19 | O=C(COc1ccccc1F)Nc1nc(-c2ccccn2)cs1 | -10.3 | -8.9 | . | . | . | .
10 | O=[N+]([O-])c1ccccc1OCCCN1CCOCC1 | -17.9 | -5.7 | -1.1% | 5.8% | 1.2 | 3.2
6 | CC(C)c1nnc(SCC(=O)N2CCOCC2)n1C | 3.0 | -7.5 | -2.0% | -13.0% | 1.5 | -3.6
4 | COc1ccccc1NC(=O)CCN1CCCCCC1 | -29.2 | 3.2 | -1.1% | -1.4% | -2.4 | 3.0

No. | B2AR arrestin | PKM2 act | Menin-MLL TR inh | USP2a block | KCNH2 3.1 inh
1 | -0.3% | 24.7% | -21.4% | 0.0% | -6.8
9 | -0.1% | 4.8% | -0.4% | 0.1% | -7.4
15 | 1.3% | 2.0% | -14.9% | 0.3% | -6.1
20 | -0.1% | 18.8% | -7.0% | -0.8% | -6.1
8 | -1.1% | . | . | 2.0% | 1.8
14 | 0.1% | -16.6% | . | 2.4% | -3.6
3 | 0.2% | . | . | 2.2% | 4.9
19 | -0.8% | . | . | -3.6% | -6.7
10 | -0.4% | -1.9% | -0.4% | 1.7% | -0.5
6 | -0.7% | 12.9% | 10.1% | -0.4% | 12.5
4 | -0.2% | -4.1% | 14.9% | 0.1% | -0.2

# Compound activity as filed in PubChem BioAssay.

# These rows are one share of the data, so the mix of outcomes need not match the whole.
